From PubChem BioAssay
Pol kappa inh – qHTS for Inhibitors of Polymerase Kappa. AID 588579, 2011. Potency, µM (top dose mostly 107 µM), for inactives: top-dose activity, negative = inhibition, hits mostly inhibitors. purified Pol kappa, fluorescent DNA synthesis assay, 10 min. 400,000 compounds, 0.53% hits; also: % is scaled to controls: 0 for no effect and ±100 for the full control effect
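Readout: fluorescence, taken kinetically at 0 and 10 min. Conditions: 10 nM Pol kappa, 15 min RT compound preincubation, 50 nM substrate final. Controls: enzyme-free buffer wells.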
Pol eta inh – qHTS for Inhibitors of Polymerase Eta | recombinant Pol eta, fluorescent DNA replication assay | Potency, µM (titrated, usually from 114 µM), for inactives: at the highest dose activity change, negative = inhibition, usual class: inhibitors | 390,000 compounds, 1.2% hits; also: % is scaled to controls: 0 for no effect and ±100 for the full control effect
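Pol eta (10 nM) was preincubated with compounds for 15 min at room temperature, after which fluorescent replication substrate (50 nM final) was added to start the reaction. Fluorescence was read kinetically at 0 and 10 min.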
BAZ2B block – qHTS Assay for Inhibitors of BAZ2B. Bromodomain adjacent to zinc finger domain protein 2B (Homo sapiens), Q9UIF8. AlphaScreen BAZ2B-H3K14Ac peptide displacement. Potency, µM (top dose mostly 114 µM), for inactives: at the highest dose activity change, negative = inhibition, actives largely listed as inhibitors. 360,000 compounds, 4.4% hits; also: % is scaled to controls: 0 for no effect and ±100 for the full control effect; nearly all actives have a fitted effect of over 60% in size
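Multi-concentration screen (max 110 uM) measuring displacement of acetylated histone H3 peptide from BAZ2B by AlphaScreen, using 50 nM protein, 50 nM peptide and 10 ug/mL streptavidin donor plus Ni-chelate acceptor beads.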
JMJD2A Tudor – qHTS Assay for Inhibitors of JMJD2A-Tudor Domain. Lysine-specific demethylase 4A (Homo sapiens), O75164. AlphaScreen JMJD2A-Tudor / H3K4me3 peptide binding. Potency, µM (highest dose often 114 µM), for the others: top-dose activity change, negative = inhibition, actives largely listed as inhibitors. 390,000 compounds, 4.4% hits. AID 504339, 2011; also: % is scaled to controls: 0 for no effect and ±100 for the full control effect; nearly all actives have a fitted effect of over 50% in size
POLI inh – qHTS for Inhibitors of Polymerase Iota. DNA polymerase iota (Homo sapiens), Q9UNA4. Pol iota fluorescent replication assay, 10 min. Potency, µM (highest dose often 115 µM), without a hit: top-dose activity, negative = inhibition, usual class: inhibitors. 390,000 compounds, 1% hits. AID 588590, 2011
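Fluorescent replication assay read twice, at 0 min and 10 min after adding 50 nM (final) substrate. Enzyme (10 nM) and compounds were first incubated 15 min at room temperature; enzyme-free buffer wells were negative controls.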
APEX1 inh – qHTS Assay for Inhibitors of the Human Apurinic/apyrimidinic Endonuclease 1 (APE1); 350,000 compounds, 0.35% hits; recombinant APE1, TAMRA/BHQ-2 abasic DNA cleavage fluorescence; AID 2517, 2012; DNA repair nuclease/redox regulator APEX1 (Homo sapiens), P27695; Potency, µM (doses to about 65.8 µM), for inactives: at the top dose activity change, negative = inhibition, most hits filed as inhibitors;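 also: plate controls were vehicle for no effect and reference inhibitor for full effect; nearly all actives have a fitted effect of over 55% in size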
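Quantitative HTS: incision of a TAMRA/BHQ-2 double-stranded substrate bearing a tetrahydrofuran abasic site by 0.75 nM APE1 raises fluorescence. Substrate 50 nM final, added after 15 min compound preincubation at room temperature; progress as third-minus-first kinetic read difference.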
POLB inh – qHTS Assay for Inhibitors of DNA Polymerase Beta; P06746; Pol beta primer extension/strand displacement, fluorescence kinetic; Potency, µM (titrated, usually from 114 µM), for inactives: at the highest dose activity change, negative = inhibition, most hits filed as inhibitors; 340,000 compounds, 1.3% hits; AID 485314, 2010; also: % is scaled to controls: 0 for no effect and ±100 for the full control effect
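Pol beta (10 nM) was preincubated with compound for 15 min at room temperature. The reaction was then started with 50 nM substrate and read immediately and after a further 10 min at room temperature.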
BLM helicase inh – qHTS Assay for Inhibitors of Bloom's syndrome helicase (BLM); RecQ-like DNA helicase BLM (Homo sapiens), P54132; recombinant BLM DNA unwinding, fluorescence dequenching; Potency, µM (top dose mostly 56.1 µM), for the others: at the highest dose activity change, negative = inhibition, hits mostly inhibitors; 350,000 compounds, 0.2% hits;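 also: plate controls were vehicle for no effect and no enzyme for full effect; nearly all actives have a fitted effect of over 35% in size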
G9a block – qHTS Assay for Inhibitors of Histone Lysine Methyltransferase G9a | Histone-lysine N-methyltransferase EHMT2 (Homo sapiens), Q96KQ7 | G9a H3K9 monomethylation, AlphaScreen, 2 h | Potency, µM (highest dose often 102 µM), for inactives: top-dose activity, negative = inhibition, hits mostly inhibitors | 350,000 compounds, 8.8% hits; also: % is scaled to controls: 0 for no effect and ±100 for the full control effect; nearly all actives have a fitted effect of over 75% in size
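Compounds were preincubated with 20 nM G9a for 15 min, after which biotinylated H3K9 peptide (500 nM) and SAM (20 uM) started a 2 h room-temperature reaction. Monomethylated product was quantified by antibody-based AlphaScreen chemiluminescence.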
The depositor's hits bear a star; & = joins results of further samples; [ ] = another dose, or the depositor's remark. Calls follow the shape of the dose curve; as a rule, active = well fitted curve in the direction sought with a large enough effect; inconclusive = small, poorly fitted or top-dose-only effect, or another doubt; inactive = no such curve, though single readings can be large; an effect the other way counts as inactive or inconclusive. Potency is read from the fitted curve at half-maximal effect. This is a subset. The share of hits here may be higher or lower than overall.

How did CSc1cccc(NC(=O)c2cnn3ccccc23)c1 do in these assays?
Pol kappa inh: -31%; Pol eta inh: -5%; BAZ2B block: -6%; JMJD2A Tudor: -8%; POLI inh: 58%[activator]; APEX1 inh: -2%; POLB inh: 5%; BLM helicase inh: 0%; G9a block: -7%

What do the screens show for `CCC(NC(=O)c1ccccc1NC(=O)c1ccco1)C(=O)NNC(=O)c1ccc(OC)cc1` (stereo unspecified)?
Pol kappa inh: -9%; Pol eta inh: inconclusive; BAZ2B block: -10%; JMJD2A Tudor: -26%; POLI inh: inconclusive; APEX1 inh: 1%; POLB inh: -3%; BLM helicase inh: -19%; G9a block: 7%[59 µM]

Results for CCCCn1c(N)c(Br)c(=O)[nH]c1=O ?
Pol kappa inh: 0%; Pol eta inh: -11%; BAZ2B block: 0%; JMJD2A Tudor: -4%; POLI inh: 8%; APEX1 inh: -5%; POLB inh: 21%; BLM helicase inh: -3%; G9a block: -1%[12.7 µM]

How did COc1ccc(S(=O)(=O)Nc2ccc3c(c2)C(=O)N([C@H](C)CO)C[C@H](C)[C@@H](CN(C)S(=O)(=O)c2cccs2)O3)cc1 do in these assays?
Pol kappa inh: -8%; Pol eta inh: -11%; JMJD2A Tudor: -23%; POLI inh: 2%; APEX1 inh: -5%

How did Cc1ccc(OCCSc2nc3ncnc(N)c3[nH]2)cc1 do in these assays?
Pol kappa inh: -1%; Pol eta inh: -6%; BAZ2B block: -8%; JMJD2A Tudor: inconclusive; POLI inh: 25%; APEX1 inh: -2%; POLB inh: 7%; BLM helicase inh: -4%; G9a block: 3%

How did COc1ccc(Sc2nnc(-c3ccccc3)cc2C#N)cc1 do in these assays?
Pol kappa inh: -10%; Pol eta inh: -10%; BAZ2B block: 22%; JMJD2A Tudor: -32%; POLI inh: -2%; APEX1 inh: 4%; POLB inh: 9%; BLM helicase inh: -10%; G9a block: 23%[59 µM]

Results for C/C(=N\NC(=O)COc1ccc([N+](=O)[O-])cc1)C(C)(C)C ?
Pol kappa inh: 0%; Pol eta inh: -3%; BAZ2B block: -36%; JMJD2A Tudor: -4%; POLI inh: -4%; APEX1 inh: 3%; POLB inh: -27%; BLM helicase inh: 1%; G9a block: 33%

What do the screens show for `O=C(NCC1CCCO1)c1cccc(-n2cnnn2)c1` (stereo unspecified)?
Pol kappa inh: 0%; Pol eta inh: 7%; BAZ2B block: 1%; JMJD2A Tudor: -5%; POLI inh: -30%; APEX1 inh: 0%; POLB inh: -30%; BLM helicase inh: -3%; G9a block: -3%[12.7 µM]

How did Cc1ccccc1N1CCN(CC(=O)Nc2nccs2)CC1 do in these assays?
Pol kappa inh: 1%; Pol eta inh: -18%; BAZ2B block: -8%; JMJD2A Tudor: -6%; POLI inh: 119%[activator]; APEX1 inh: 9%; POLB inh: -17%; BLM helicase inh: -4%; G9a block: -6%

What do the screens show for `COc1ccccc1CNc1n[nH]c(NCc2ccccc2OC)n1`?
Pol kappa inh: -12%; Pol eta inh: -7%; BAZ2B block: inconclusive; JMJD2A Tudor: -25%; POLI inh: -15%; APEX1 inh: 1%; POLB inh: 0%; BLM helicase inh: -2%; G9a block: -6%[12.7 µM]

What do the screens show for `COc1cc2c(cc1OC)CN(C(=O)c1ccc(Br)o1)CC2`?
Pol kappa inh: -17%; Pol eta inh: -7%; BAZ2B block: -21%; JMJD2A Tudor: -13%; POLI inh: 246%[activator]; APEX1 inh: -2%; POLB inh: 5%; BLM helicase inh: -9%; G9a block: 50µM*

How did CCOC(=O)C1CCCN(C(=O)C2CCCN(S(C)(=O)=O)C2)C1 (stereo unspecified) do in these assays?
Pol kappa inh: -9%; Pol eta inh: -12%; BAZ2B block: 6%; JMJD2A Tudor: -13%; POLI inh: 6%; APEX1 inh: 9%; POLB inh: 24%; BLM helicase inh: 0%; G9a block: 34%[12.7 µM]

How did COC(=O)c1sccc1NC(=O)/C=C\c1ccc(Cl)cc1Cl do in these assays?
Pol kappa inh: -2%; Pol eta inh: -12%; BAZ2B block: -3%; JMJD2A Tudor: 18%[57.1 µM]; POLI inh: -2%; APEX1 inh: 4%; POLB inh: inconclusive; BLM helicase inh: -2%; G9a block: 32%[59 µM]

Results for O=C(c1ccco1)N1CCN(C(=O)c2cnn3c(C(F)(F)F)cc(-c4cccs4)nc23)CC1 ?
Pol kappa inh: 0%; Pol eta inh: -6%; BAZ2B block: -4%; JMJD2A Tudor: -10%; POLI inh: 39%[activator]; APEX1 inh: 5%; POLB inh: 10%; BLM helicase inh: 2%; G9a block: -41%[12.7 µM]

Results for O=C(CNc1ccccc1)c1ccc([N+](=O)[O-])cc1 ?
Pol kappa inh: -15%; Pol eta inh: 2%; BAZ2B block: inconclusive; JMJD2A Tudor: -33%; POLI inh: 16%; APEX1 inh: 16%; POLB inh: 23%; BLM helicase inh: 2%; G9a block: 4.5µM*

Results for O=C(CCNS(=O)(=O)c1cccc2nonc12)N1CCN(c2cccc(Cl)c2)CC1 ?
Pol kappa inh: -12%; Pol eta inh: -12%; BAZ2B block: inconclusive; JMJD2A Tudor: -31%; POLI inh: -3%; APEX1 inh: 6%; POLB inh: 0%; BLM helicase inh: -9%; G9a block: -6%

How did O=C(CCN1C(=O)c2ccccc2C1=O)NC1=NCCS1 do in these assays?
Pol kappa inh: 4%; Pol eta inh: 5%; BAZ2B block: 5%; JMJD2A Tudor: inconclusive; POLI inh: 0%; APEX1 inh: 0%; POLB inh: 15%; BLM helicase inh: -2%; G9a block: inconclusive

What do the screens show for `CCOc1ccc(C2/C(=C(\O)c3cccc(OC)c3)C(=O)C(=O)N2c2cc(C)on2)cc1OC` (stereo unspecified)?
Pol kappa inh: 4%; Pol eta inh: -11%; BAZ2B block: inconclusive; JMJD2A Tudor: -20%; POLI inh: 0%; APEX1 inh: 0%; POLB inh: -1%; BLM helicase inh: -1%; G9a block: -11%[59 µM]

How did COC(=O)c1[nH]c2ccc(C)cc2c1NC(=O)CN1CCCC(C)(C)C1 do in these assays?
Pol kappa inh: -9%; Pol eta inh: inconclusive; BAZ2B block: -6%; JMJD2A Tudor: -32%; POLI inh: -3%; APEX1 inh: 0%; POLB inh: 2%; BLM helicase inh: -17%; G9a block: 6%[12.7 µM]

What do the screens show for `CN(C/C=C/C#CC(C)(C)C)Cc1cccc2ccccc12`?
Pol kappa inh: -15%; Pol eta inh: -19%; JMJD2A Tudor: -17%; POLI inh: 34%[activator]; APEX1 inh: -9%&4%; BLM helicase inh: -7%&-7%; G9a block: 53%[59 µM]

What do the screens show for `O=P(O)(CCCP(=O)(O)CCc1ccccc1)CCc1ccccc1`?
Pol kappa inh: 0%; Pol eta inh: 3%; BAZ2B block: -1%; JMJD2A Tudor: inconclusive; POLI inh: -2%; APEX1 inh: 9%; POLB inh: 38%; BLM helicase inh: 4%; G9a block: 1%

How did Cc1c(Br)c([N+](=O)[O-])nn1CC(=O)N1CCCc2ccccc21 do in these assays?
Pol kappa inh: -3%; Pol eta inh: 7%; BAZ2B block: 4%; JMJD2A Tudor: -12%; POLI inh: 6%; APEX1 inh: 15%; POLB inh: 12%; BLM helicase inh: -2%; G9a block: -29%[12.7 µM]

How did Cc1cc2oc(=O)cc(CN3CCN(C/C=C/c4ccccc4)CC3)c2cc1O do in these assays?
BAZ2B block: -5%; APEX1 inh: 7%; POLB inh: inconclusive; BLM helicase inh: 1%; G9a block: -9%[59 µM]

What do the screens show for `Cc1ccc(/C=C/C(=O)N2CCN(S(=O)(=O)c3c(C)c(C)cc(C)c3C)CC2)o1`?
Pol kappa inh: -2%; Pol eta inh: inconclusive; BAZ2B block: inconclusive; JMJD2A Tudor: 79µM*; POLI inh: -7%; APEX1 inh: -2%; POLB inh: inconclusive; BLM helicase inh: -7%; G9a block: 7.9µM*

How did COc1ccc(Cn2c(-c3ccc(C)cc3)c[n+]3ccccc23)cc1 do in these assays?
Pol kappa inh: -6%; Pol eta inh: -11%; BAZ2B block: -1%; JMJD2A Tudor: -10%; POLI inh: 71%[activator]; APEX1 inh: -12%; POLB inh: 6%; BLM helicase inh: 4%; G9a block: 16%[59 µM]

Reprinted from the results shown, four compounds:
How did Cc1c(Br)c([N+](=O)[O-])nn1CC(=O)N1CCCc2ccccc21 do in these assays?
Pol kappa inh: -3%; Pol eta inh: 7%; BAZ2B block: 4%; JMJD2A Tudor: -12%; POLI inh: 6%; APEX1 inh: 15%; POLB inh: 12%; BLM helicase inh: -2%; G9a block: -29%[12.7 µM]

How did Cc1cc2oc(=O)cc(CN3CCN(C/C=C/c4ccccc4)CC3)c2cc1O do in these assays?
BAZ2B block: -5%; APEX1 inh: 7%; POLB inh: inconclusive; BLM helicase inh: 1%; G9a block: -9%[59 µM]

What do the screens show for `Cc1ccc(/C=C/C(=O)N2CCN(S(=O)(=O)c3c(C)c(C)cc(C)c3C)CC2)o1`?
Pol kappa inh: -2%; Pol eta inh: inconclusive; BAZ2B block: inconclusive; JMJD2A Tudor: 79µM*; POLI inh: -7%; APEX1 inh: -2%; POLB inh: inconclusive; BLM helicase inh: -7%; G9a block: 7.9µM*

How did COc1ccc(Cn2c(-c3ccc(C)cc3)c[n+]3ccccc23)cc1 do in these assays?
Pol kappa inh: -6%; Pol eta inh: -11%; BAZ2B block: -1%; JMJD2A Tudor: -10%; POLI inh: 71%[activator]; APEX1 inh: -12%; POLB inh: 6%; BLM helicase inh: 4%; G9a block: 16%[59 µM]
